# RAD52 anneal inh: inhibitors of human RAD52 DNA annealing; recombinant RAD52 DNA annealing, FRET fluorescence; inhibition, % at 18.7 µM; P43351; actives 0.46% (n = 360,000);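 active = every replicate showing at least 50% inhibition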
# ERp5 block: blocks human ERp5 reductase activity on insulin. Q15084. ERp5 insulin aggregation, absorbance 650 nm, 90 min. inhibition, % at 9.99 µM. actives 0.05% (n = 350,000). AID 651711;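 active = mean replicate inhibition above about 25%, with every replicate also reaching it, limit read from the data, passing the limit was not always enough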
# Target sequence (Q15084 whole entry, looked up): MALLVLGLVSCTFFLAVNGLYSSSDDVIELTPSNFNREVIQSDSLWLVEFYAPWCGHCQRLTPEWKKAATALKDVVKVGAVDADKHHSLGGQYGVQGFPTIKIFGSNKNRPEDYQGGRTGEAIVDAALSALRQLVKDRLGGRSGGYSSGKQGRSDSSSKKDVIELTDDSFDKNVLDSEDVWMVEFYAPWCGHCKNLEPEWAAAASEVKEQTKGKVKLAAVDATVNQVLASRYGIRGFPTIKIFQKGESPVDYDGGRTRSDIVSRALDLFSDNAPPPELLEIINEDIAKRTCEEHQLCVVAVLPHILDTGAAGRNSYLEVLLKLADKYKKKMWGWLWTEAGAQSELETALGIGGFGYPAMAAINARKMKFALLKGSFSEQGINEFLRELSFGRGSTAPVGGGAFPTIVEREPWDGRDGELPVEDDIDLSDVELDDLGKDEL
# E-sel inducer: induces E-selectin expression in human endothelial cells. P16581. HUVEC E-selectin immunofluorescence imaging; normalized: neutral wells 0, TNF-alpha wells 100. activation, % at 7.58 µM. actives 0.37% (n = 260,000);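 active = mean E-selectin-positive cell signal at least 10% of the positive control, reached in at least 60% of replicates, without over 20% cell loss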;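 also: in these data hits start at about 27%; measured in HUVEC primary endothelial cells; signal is the percent of cells scored E-selectin positive by PE staining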
#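 material = human umbilical vein endothelial cells (HUVEC), E-selectin induction | quantity = 3,000 cells/well | medium = EGM-2 growth medium on 0.1% gelatin-coated wells | technique = immunofluorescence imaging | read-out basis = % PE-positive cells | control set = TNF-alpha positive control, DMSO neutral control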
# ARNT-TACC3 inh: disrupts binding between human ARNT and TACC3 | AlphaScreen His-ARNT PAS-B/GST-TACC3 binding, luminescence; TACC3 fragment carries E629A point mutation | inhibition, % at 9.99 µM | Q9Y6A5 | actives 0.66% (n = 390,000);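 active = mean inhibition of replicates at least 50% and at least half of replicates each reaching 50%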;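 also: 0% = complete ARNT plus TACC3 wells and 100% = ARNT alone without TACC3; many hits fall short of the cut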
# CASP6 VEID inh: blocks human caspase-6 cleavage activity. purified caspase-6, Z-VEID-R110 cleavage fluorescence. actives 0.53% (n = 350,000). inhibition, % at 12.5 µM;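 active = mean inhibition across replicates at least about 35%, with every replicate also reaching that limit, limit read from the data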;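 also: 0% = median of neutral control wells and 100% = no fluorescence left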
# Target sequence (P55212 24-179 limits assumed): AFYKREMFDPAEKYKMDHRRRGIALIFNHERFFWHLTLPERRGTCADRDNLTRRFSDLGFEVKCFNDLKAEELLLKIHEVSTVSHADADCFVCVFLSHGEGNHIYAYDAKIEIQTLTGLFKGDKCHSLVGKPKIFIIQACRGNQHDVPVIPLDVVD
# Target sequence (P55212 194-293 limits assumed): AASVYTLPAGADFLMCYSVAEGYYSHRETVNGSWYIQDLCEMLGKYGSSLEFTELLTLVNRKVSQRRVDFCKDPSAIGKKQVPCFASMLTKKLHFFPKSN
# esBAF inh: SWI/SNF esBAF complex inhibition; mouse ES cells, Bmi1-luciferase knock-in reporter, 24 h; 100% = twice the neutral-well signal; actives 2% (n = 350,000); reporter increase, % at 12.5 µM; in the data active = activation above about 40%;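 also: 0% = median of the plate's neutral control wells and 100% = double that signal; a rise in the Bmi1 reporter signal indicates esBAF inhibition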
# RAD54 inh: blocks human RAD54 Holliday junction branch migration | Q92698 | FAM/BHQ fluorescence | inhibition, % at 10.4 µM | actives 0.14% (n = 360,000);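 active = mean normalized replicate activity at least 40 and at least half of replicates scoring 40 or more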;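 also: 0% = median of neutral control wells and 100% = median of positive control wells; inhibitors cause a drop in the FAM fluorescence signal; in these data hits start at about 50%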
# PglD inh: PglD (C. jejuni) enzyme inhibition; purified PglD enzyme, DTNB colorimetric CoA detection; inhibition, % at 12.5 µM; actives 0.098% (n = 360,000); AID 602405; in the data active = inhibition above about 16%, passing the limit was not always enough; also: strong numbers were not always called active
# The depositor's hits bear a star; · = not tested or not shown; & = joins results of further samples.
SMILES,RAD52 anneal inh,ERp5 block,E-sel inducer,ARNT-TACC3 inh,CASP6 VEID inh,esBAF inh,RAD54 inh,PglD inh
N#C/C(=C/C1=C(N2CCOCC2)C(=C/c2ccccc2)/CC1)C(=O)Nc1ccccc1F,-140.9,-1.8,0.1,4.7,-2.2,-17.9,-5.9,0.5
O=C(C1CC(=O)N(c2ccccc2)C1)N1CCN(c2ccccc2F)CC1 (centres undefined),-20.0,-5.3,0.0,-6.9,0.0,-2.5,-7.3,3.8
C[C@H]1CN([C@@H](C)CO)C(=O)Cc2cc(NS(=O)(=O)c3cn(C)cn3)ccc2O[C@H]1CN(C)Cc1ccc(Cl)c(Cl)c1,2.1,-1.4,·,0.9,-1.1,6.6,5.0,6.0
C[C@H](CO)N1C[C@H](C)[C@@H](CN(C)Cc2ccccc2)Oc2ccc(NC(=O)Nc3ccc4c(c3)OCO4)cc2C1=O,9.6,8.2,0.0,-0.6,1.2,2.5,2.2,2.9
CCOC(=O)Cn1c(=NC(=O)c2ccc([N+](=O)[O-])s2)sc2ccccc21,-47.8,-1.5,3.9,7.2,2.4,·,·,·
C[C@@H]1CN([C@@H](C)CO)C(=O)c2cc(NS(=O)(=O)c3ccc(Cl)cc3)ccc2O[C@@H](C)CCCCO[C@H]1CN(C)C(=O)Cc1ccccc1,-6.7,1.9,1.0,·,-1.6,4.2,5.8,2.8
Cc1cn(C2CC(OC(=O)C(C)C)C(CO)O2)c(=O)[nH]c1=O (centres undefined),-7.4,2.1,0.7,-11.8,1.2,-7.1,-15.5,3.4
COCCCNC(=O)CN(c1cccc(Cl)c1C)S(C)(=O)=O,·,·,·,-1.0,·,0.8,-12.4,-3.3
Cc1ccc(SCC(=O)NC(=O)Nc2ccc3c(c2)OCCO3)cc1C,-9.1,2.9,-2.1,-26.9,3.6,-22.2,·,·
COc1ccc(S(=O)(=O)N2CC[C@H]3[C@@H](CO)N(C)c4ccc(-c5ccccc5F)cc4[C@H]32)cc1,·,·,0.6,-5.1,·,4.8,-21.4,-2.9
C[C@H]1[C@H](C)CC[C@]2(C(=O)O)CC[C@]3(C)C(=CC[C@@H]4[C@@]5(C)CC[C@H](O)C(C)(C)[C@@H]5CC[C@]43C)[C@H]12,-11.3,4.7,-0.1,0.5,-5.1,-6.3,-1.4,-2.6
CCNC(=O)OC[C@H]1O[C@H](C#Cc2ccc(C(C)(C)C)cc2)C=C[C@H]1OC(C)=O,-28.8,-0.6,-0.2,·,-3.2,·,·,·
COc1cc(-c2noc(C)c2C#Cc2nccn2C)cc(OC)c1OC,0.7,1.4,0.2,-0.5,0.7,8.1,15.7,-3.2
CCS(=O)(=O)Nc1ccc2c(c1)C(=O)N(C)[C@H]1CC[C@H](CC(=O)Nc3ccccc3)O[C@H]1CO2,-13.6,-2.4,-0.1,-1.6,-0.8,2.3,-5.1,-2.2
COc1ccc(CNC(=O)C2CCCN2CCc2ccccc2)cc1OC (centres undefined),-0.4,-0.4,·,2.0,1.5,·,·,·
COc1ccc(S(=O)(=O)N(C)C[C@H]2Oc3ccc(NC(=O)Cn4cnnn4)cc3C(=O)N([C@@H](C)CO)C[C@@H]2C)cc1,5.7,5.7,-3.2,-7.3,2.2,-2.4,-1.1,-1.5
Cc1ccc2nc(NCC(=O)O)nc(-c3ccccc3)c2c1,·,·,·,-3.9,·,-9.1,11.2,1.3
CCn1c(SCC(=O)c2ccccc2)nnc1-c1cnccn1,·,·,1.5,·,·,50.0*,2.0,-9.2
O=C(CSc1n[nH]c(-c2ccccn2)n1)Nc1ccc(F)cc1,-16.6,-1.9,0.0,69.8*,-0.2,0.7,0.1,-3.9
O=C(c1cc(COc2ccc(F)cc2F)on1)N1CC[C@@H]2CCCC[C@H]2C1,-3.2,0.7,-0.6,3.6,1.4,6.4,3.8,0.9
NS(=O)(=O)c1ccc(NC(=O)CSc2nc(Nc3ccccc3)nc(N3CCOCC3)n2)cc1,-19.4,7.1,-0.1,-6.7,0.7,-6.0,14.6,-0.8
CC(=O)Oc1ccccc1Cn1c(C)c(C(=O)NCCC#N)sc1=O,-8.1,4.0,·,·,0.0,9.4,-8.4,2.7
Cc1ccccc1CS(=O)(=O)CC(O)CN1CCCC1=O (centres undefined),-9.0,3.1,-0.1,2.9,-0.9,-1.2,-3.8,1.4
COC(C[C@H](O)C[C@@H](O)[C@@H](C)OCc1ccccc1)OC,-13.8,-1.7,0.0,-2.3,-3.4,-4.5,9.4,4.0
Cc1c(CCOC(=O)C23CC4CC(CC(C4)C2)C3)sc[n+]1Cc1ccccc1,-8.6,6.4,·,14.2,-1.9,-6.6,-2.1,0.6

# Additional compounds
SMILES,RAD52 anneal inh,ERp5 block,E-sel inducer,ARNT-TACC3 inh,CASP6 VEID inh,esBAF inh,RAD54 inh,PglD inh
Cc1nnc(NC(=O)CN2C(=O)c3ccccc3S2(=O)=O)s1,·,·,·,2.6,·,-5.3,-16.2,4.9
CC(C)(CCO)Nc1ncnc2onc(-c3ccc(F)cc3)c12,-19.9,-1.5,0.2,-5.5,-2.1,-4.5,4.1,-2.9
COc1ccccc1OCCNC(=O)c1c(-c2ccccc2Cl)noc1C,-9.3,4.4,0.0,2.2,0.5,·,6.6,6.5
COc1ccc(C(=O)NN=C2CCCC2)cc1,-17.9,1.8,0.1,-0.3,-1.1,45.3*,11.2,1.3
CO[C@@H]1CN(C)C(=O)c2cc(NC(=O)C3CC3)ccc2OC[C@H](C)N(C(=O)CN2CCOCC2)C[C@H]1C,-11.7,1.1,0.0,-7.4,·,0.6,2.6,0.2
COc1cccc(-c2cc(C(=O)N3CCN(S(=O)(=O)c4ccccc4)CC3)[nH]n2)c1,-15.2,0.8,·,16.4,-1.2,8.4,1.2,3.3
COc1c(-c2ccc(O)cc2)oc2cc(O)cc(O)c2c1=O,-0.3,0.8,·,-8.8,34.0,3.6,5.6,-5.8
Cc1noc(C)c1COc1ccc(C(=O)O)cc1,-11.8,0.5,·,-7.6,3.5,2.0,-6.6,-1.0
COC(=O)[C@@H]1C[C@H]1[C@@H](NS(=O)(=O)c1ccccc1)c1ccccc1,-8.2,-5.2,-0.1,-16.6,2.5,-4.7,-7.5,-1.0
c1cncc(C2Nc3ccccc3-c3nc4ccccc4n32)c1 (centres undefined),-0.7,-0.2,·,1.2,5.0,59.3*,3.9,2.6
CCn1c(=O)c(=O)[nH]c2cc(C(=O)Nc3ccc(S(=O)(=O)N4CCCC4)cc3)ccc21,0.7,4.9,·,31.6,0.8,-1.2,3.6,-1.8
COc1ccc(/C(C#N)=C/c2ccccn2)cc1,-1.3,3.9,0.0,-2.6,4.7,32.3,-6.1,-4.7
C[C@H]1CN([C@@H](C)CO)C(=O)Cc2cc(NC(=O)Cn3cnnn3)ccc2O[C@@H]1CN(C)Cc1ccncc1,-6.5,0.7,-1.7,-2.9,-0.8,2.7,5.1,-3.5
CCOC(=O)c1cc(-c2ccc(C)cc2)n(CC(=O)NCc2ccco2)c1C,-15.4,3.9,0.3,-3.0,0.0,-2.2,3.3,1.4
O=C(Nc1nnc(SCc2ccc(F)cc2)s1)C1=COCCO1,-12.8,0.9,0.2,-1.8,6.3,48.1*,1.5,-0.6
Cc1ccccc1NC(=O)Nc1ccc2c(c1)C(=O)N(C)[C@@H]1CC[C@H](CC(=O)O)O[C@@H]1CO2,·,·,0.2,-4.0,·,0.9,-1.1,1.9
O=C(CSc1nc(Nc2ccccc2)nc(N2CCOCC2)n1)Nc1cccc([N+](=O)[O-])c1,-14.3,-5.3,-0.3,6.0,4.9,5.8,-7.2,-4.7
CC(C)(C)c1ccc2c(c1)N(CC(=O)N1CCOCC1)C(=O)CO2,-15.9,0.7,-0.1,-1.3,-2.1,3.0,-10.9,3.8
Cc1c(C(=O)N(C)C(C)c2ccncn2)oc2c(F)cccc12 (centres undefined),-30.1,3.3,·,7.6,-3.2,-2.9,3.1,0.9
CCCCCn1c(SCCOCC)nc2c1c(=O)[nH]c(=O)n2C,-12.6,2.6,0.4,-8.2,1.8,-7.3,-8.2,-0.9
Cc1nc(NC(=O)c2ccco2)sc1C(=O)O,-15.2,4.2,0.4,-0.4,-1.8,11.2,2.4,-6.9
CO[C@H](CN(C)S(=O)(=O)c1cn(C)cn1)[C@H](C)CN(C(=O)Nc1ccc(F)cc1)[C@@H](C)CO,4.6,-0.6,0.0,3.3,-1.3,-0.7,-5.2,-1.9
COc1cc(C)c(Br)cc1S(=O)(=O)NCc1ccccc1,-13.0,-6.1,·,1.5,-4.9,0.5,-17.5,3.0
CS(=O)(=O)N1CC2CCCN2c2cc(C(F)(F)F)ccc21 (centres undefined),-20.0,-1.5,·,-9.6,2.1,-3.3,·,·
CCOC(=O)c1c(C)nsc1NC(=O)C1(C)CCN1C(=O)CC (centres undefined),-10.0,2.3,0.1,·,-1.7,-0.2,21.5,0.2

# Four entries drawn at random from the list so far:
SMILES,RAD52 anneal inh,ERp5 block,E-sel inducer,ARNT-TACC3 inh,CASP6 VEID inh,esBAF inh,RAD54 inh,PglD inh
CO[C@@H]1CN(C)C(=O)c2cc(NC(=O)C3CC3)ccc2OC[C@H](C)N(C(=O)CN2CCOCC2)C[C@H]1C,-11.7,1.1,0.0,-7.4,·,0.6,2.6,0.2
COc1ccc(/C(C#N)=C/c2ccccn2)cc1,-1.3,3.9,0.0,-2.6,4.7,32.3,-6.1,-4.7
CS(=O)(=O)N1CC2CCCN2c2cc(C(F)(F)F)ccc21 (centres undefined),-20.0,-1.5,·,-9.6,2.1,-3.3,·,·
COc1cccc(-c2cc(C(=O)N3CCN(S(=O)(=O)c4ccccc4)CC3)[nH]n2)c1,-15.2,0.8,·,16.4,-1.2,8.4,1.2,3.3

# (continued)
SMILES,RAD52 anneal inh,ERp5 block,E-sel inducer,ARNT-TACC3 inh,CASP6 VEID inh,esBAF inh,RAD54 inh,PglD inh
O=C(Nc1cccc(C(F)(F)F)c1)C1Cc2c(-c3ccco3)ccnc2O1 (centres undefined),-25.5,-3.1,-0.1,·,-1.8,10.5,-8.8,-4.4
CC(C)C1NC(=S)N(Cc2ccccc2)C1=O (centres undefined),·,·,·,-1.3,·,3.0,13.7,4.5
COc1cccc(-c2cc(C(=O)Nc3c(C)nn(Cc4ccccc4)c3C)no2)c1,-11.6,2.1,·,-11.6,1.2,-2.5,-0.9,-0.8
C[C@@H]1CCCCO[C@@H](CN(C)S(=O)(=O)c2ccc(Cl)cc2)[C@H](C)CN([C@@H](C)CO)C(=O)c2cc(NC(=O)c3ccncc3)ccc2O1,26.4,0.7,·,3.3,1.1,9.9,0.2,-0.3
CC(C)NC(=O)N1[C@H](CO)[C@@H](c2ccccc2)C12CN(C(=O)c1ccccn1)C2,-7.8,1.5,1.2,·,1.0,·,·,·
O=C(Nc1nnc(SCc2ccc(F)cc2)s1)C1Cc2ccccc2CN1C(=O)c1ccco1 (centres undefined),·,·,-0.1,6.6,·,-2.2,12.6,0.7
O=[N+]([O-])c1cc(-c2nnc(N3CCOCC3)c3ccccc23)ccc1N1CCOCC1,-1.8,1.4,-2.1,2.6,3.0,·,·,·
CCc1nc2ccc(C(=O)N3CCN(C(C)=O)CC3)cn2c1N(CC)C(=O)NCCc1ccccc1,-7.2,-1.1,0.6,·,-12.5,9.9,8.9,1.8
O=C(CCC1CC(=O)Nc2ccccc21)NCc1ccc(F)cc1 (centres undefined),-12.5,2.1,·,-3.3,-1.7,-3.1,11.9,1.2
O=C(CCCCC(=O)NN=Cc1ccc(Cl)cc1)NN=Cc1ccc(Cl)cc1,-13.5,1.5,-0.2,·,0.0,3.4,·,·
CC(C)S(=O)(=O)N[C@@H]1c2cc3c(cc2[C@H](c2ccccc2)[C@H]1C)OCO3,0.8,7.4,0.2,·,-2.2,·,·,·
O=C(NCc1ccco1)C12CC3CC(C1)CC(C(=O)NCc1ccco1)(C3)C2,·,·,·,42.0,·,-6.1,-13.6,1.4
Fc1ccc(F)c(CN2[C@@H]3CNC[C@H]2C3c2ccc(-c3ccccc3)cc2)c1 (some centres undefined),18.3&23.3,0.6&2.3,0.2&0.0,·,-4.4&-0.5,·,·,·
